Source: PubChem
NOD2 RIPK2 PPI: NOD2-RIPK2 protein interaction inhibition; AID 624267; inhibition, % at 4.98 µM; CHO BLA complementation NOD2-RIPK2, CCF4 ratio; 360,000 tested, 0.38% active; in the data active = inhibition above about 21%;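 also: 0% = vehicle only and 100% = reference blocker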
MC4R barr agon: activates human MC4R beta-arrestin recruitment; U2OS MC4R beta-arrestin complementation, luminescence; percent of melanotan II response, DMSO zero; activation, % at 8.9 µM; 360,000 tested, 0.98% active; P32245;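 active = activation above a per-plate cutoff, the mean activation of sample wells on that plate plus 3 SD, cut at about 8% in these data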
ABCB6 inh 2: inhibitors of human ABC transporter ABCB6. K562-ABCB6 porphyrin accumulation, flow cytometry, 1 h; hits give low values. AID 602162. fluorescence ratio to DMSO, % at 10 µM. 360,000 tested, 0.19% active. Q9NP58;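 active = fluorescence ratio to DMSO below 75%, the collection mean minus 3 SD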;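 also: signal is porphyrin accumulated inside mitochondria; 100% equals median channel fluorescence of DMSO control wells; lower ratio means ABCB6 inhibition with less porphyrin fluorescence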
Granule exo inh: blocks lytic granule exocytosis | TALL-104 LAMP-1 surface exposure, flow cytometry; cells stimulated with thapsigargin and PMA | inhibition, % at 10 µM | 360,000 tested, 0.66% active | AID 651702;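 active = inhibition above about 55%, limit read from the data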
MC4R antag cAMP: human MC4R antagonism in cAMP assay; MC4R-expressing cells, MTII-stimulated cAMP, LANCE TR-FRET; inhibition, % at 6.5 µM; 360,000 tested, 0.48% active; P32245;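 active = inhibition above its plate's cutoff, the mean of tested wells on that plate plus 3 SD, cut at about 29% in these data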;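 also: 0% = Melanotan II alone and 100% = Melanotan II plus saturating MCL0020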
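Material: U2OS-MC4R stable cell line | Reagent: Melanotan II challenge after compound preincubation | Doses: One concentration, 6.5 µM nominal | Incubation: 30-min compound preincubation, 1-h Melanotan II challenge, 1-h detection, room temperature | Signal: TR-FRET cAMP assay | Replicates: One well per compound, no replicates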
Vif imaging: HIV Vif inhibition | HEK293T cells, Vif self-association by quenched fluorescence, imaging, 24 h | inhibition, % at 7.49 µM | 340,000 tested, 0.35% active | AID 602346; in the data active = inhibition above about 50%, passing the limit was not always enough; also: some results filed as inactive read as strong as hits
ABHD5 PLIN5 PPI: blocks binding of human ABHD5 to perilipin-5 | Q00G26+Q8WTS1 | Split G. princeps luciferase complementation, luminescence, 4 h | inhibition, % at 4 µM | 360,000 tested, 0.78% active;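 active = inhibition above the mean inhibition across every tested compound plus 3 SD, cut at about 22% in these data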;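 also: 0% = DMSO only wells and the 100% control is not disclosed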
aDG glyco act: increases alpha dystroglycan glycosylation; activation, % at 10 µM; Pro5-aDG cells, alpha-DG glycosylation AlphaScreen (IIH6); 0% Pro5, 100% B10-LARGE cell signal; 360,000 tested, 0.22% active;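 active = activation of at least 8% versus controls, or a plate z-score of at least 8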;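 also: Pro5 are CHO cells carrying HIG-tagged alpha-DG that lacks glycosylation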
N-glyco inh: N-linked glycosylation inhibition. reporter increase, % at 12.5 µM. 360,000 tested, 0.23% active. D54 ERlucT glycosylation luciferase reporter, 24 h; percent of 100 nM tunicamycin response. AID 588692;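 active = mean luciferase reporter signal, scaled so untreated is 0 and the glycosylation-blocking control 100, at or above a set limit in every replicate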;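 also: luciferase carries N-glycosylation sites so blocking glycosylation raises the light; 0% = median of neutral control wells and 100% = median of 100 nM tunicamycin wells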
TLR9-MyD88 inh: TLR9-MyD88 interaction inhibition; CHO BLA complementation TLR9-MyD88, CCF4 FRET ratio; AID 504734; Q9NR96+Q99836; 340,000 tested, 0.21% active; inhibition, % at 4.98 µM;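 active = inhibition above the mean over all tested compounds plus 3 SD, cut at about 21% in these data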;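 also: 0% = DMSO only wells and 100% = clavulanate BLA inhibitor control wells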
Numbers without * were called inactive; . = no result given.

A first look (eight entries):
[1] CCC(=O)N(CCC(c1ccco1)c1ccccc1OC)Cc1cccs1 (stereo not given)
[2] COc1ccccc1C(=O)N=c1sc2c(C)ccc(OC)c2n1C
[3] CC(C)CNC(=S)N1CCN(C(c2ccccc2)c2ccccc2)CC1
[4] CCN(Cc1ccccc1)C(=O)c1cc(S(=O)(=O)N2CCOCC2)ccc1N1CCCC1
[5] O=C(Cc1cccc(NC(=O)C2CCN(C(=O)CCc3ccccc3)CC2)c1)Nc1cccc(C(=O)N2CCOCC2)c1
[6] COc1cc(NC(=O)COC(C)=O)c(C)cc1[N+](=O)[O-]
[7] N#Cc1cc2c(nc1SCc1ccc(Cl)cc1)CCCC2
[8] CCOc1ccc2c(O)csc2c1

| Compound | 1 | 2 | 3 | 4 | 5 | 6 | 7 | 8 |
| --- | --- | --- | --- | --- | --- | --- | --- | --- |
| NOD2 RIPK2 PPI | 6.7 | 2.4 | -3.4 | 1.6 | -16.6 | -3.4 | -24.2 | -0.8 |
| MC4R barr agon | -3.3 | 0.1 | 1.2 | -1.6 | 2.1 | -1.1 | -0.1 | -0.9 |
| ABCB6 inh 2 | 94.0 | 94.0 | 94.0 | 94.0 | 100.0 | 97.0 | 102.0 | 108.0 |
| Granule exo inh | -0.1 | 32.0 | -7.5 | -0.9 | -0.2 | 0.2 | -7.7 | 5.5 |
| MC4R antag cAMP | 8.9 | -2.7 | 1.5 | 2.1 | 1.1 | 1.2 | 10.4 | -1.8 |
| Vif imaging | -2.1 | 1.2 | -1.3 | 7.3 | 3.3 | 30.1 | 5.9 | -1.9 |
| ABHD5 PLIN5 PPI | 17.2 | 4.3 | -0.7 | 7.7 | -10.0 | -0.7 | -1.4 | -8.1 |
| aDG glyco act | 0.2 | 0.0 | 0.1 | -0.2 | -0.3 | 0.2 | -0.3 | 0.1 |
| N-glyco inh | -0.8 | 2.0 | 1.5 | 0.5 | 0.4 | 1.2 | -6.9 | -0.2 |
| TLR9-MyD88 inh | 5.9 | 0.9 | -7.1 | 6.9 | 1.4 | -0.5 | -7.9 | -1.9 |

This part in full, previewed entries included:
[1] CCC(=O)N(CCC(c1ccco1)c1ccccc1OC)Cc1cccs1 (stereo not given)
[2] COc1ccccc1C(=O)N=c1sc2c(C)ccc(OC)c2n1C
[3] CC(C)CNC(=S)N1CCN(C(c2ccccc2)c2ccccc2)CC1
[4] CCN(Cc1ccccc1)C(=O)c1cc(S(=O)(=O)N2CCOCC2)ccc1N1CCCC1
[5] O=C(Cc1cccc(NC(=O)C2CCN(C(=O)CCc3ccccc3)CC2)c1)Nc1cccc(C(=O)N2CCOCC2)c1
[6] COc1cc(NC(=O)COC(C)=O)c(C)cc1[N+](=O)[O-]
[7] N#Cc1cc2c(nc1SCc1ccc(Cl)cc1)CCCC2
[8] CCOc1ccc2c(O)csc2c1
[9] Cc1ccc(-n2c(-c3ccc(Br)cc3)n[nH]c2=S)c(C)c1
[10] COc1ccc(CNC(=O)C2CCCN2CCc2ccccc2)cc1OC (stereo not given)

| Compound | 1 | 2 | 3 | 4 | 5 | 6 | 7 | 8 | 9 | 10 |
| --- | --- | --- | --- | --- | --- | --- | --- | --- | --- | --- |
| NOD2 RIPK2 PPI | 6.7 | 2.4 | -3.4 | 1.6 | -16.6 | -3.4 | -24.2 | -0.8 | -5.8 | -2.5 |
| MC4R barr agon | -3.3 | 0.1 | 1.2 | -1.6 | 2.1 | -1.1 | -0.1 | -0.9 | 4.0 | -2.1 |
| ABCB6 inh 2 | 94.0 | 94.0 | 94.0 | 94.0 | 100.0 | 97.0 | 102.0 | 108.0 | 93.0 | 98.0 |
| Granule exo inh | -0.1 | 32.0 | -7.5 | -0.9 | -0.2 | 0.2 | -7.7 | 5.5 | 19.9 | 3.7 |
| MC4R antag cAMP | 8.9 | -2.7 | 1.5 | 2.1 | 1.1 | 1.2 | 10.4 | -1.8 | 8.9 | 10.8 |
| Vif imaging | -2.1 | 1.2 | -1.3 | 7.3 | 3.3 | 30.1 | 5.9 | -1.9 | -9.4 | 0.2 |
| ABHD5 PLIN5 PPI | 17.2 | 4.3 | -0.7 | 7.7 | -10.0 | -0.7 | -1.4 | -8.1 | -12.1 | 2.5 |
| aDG glyco act | 0.2 | 0.0 | 0.1 | -0.2 | -0.3 | 0.2 | -0.3 | 0.1 | 0.4 | 0.0 |
| N-glyco inh | -0.8 | 2.0 | 1.5 | 0.5 | 0.4 | 1.2 | -6.9 | -0.2 | -0.7 | 0.5 |
| TLR9-MyD88 inh | 5.9 | 0.9 | -7.1 | 6.9 | 1.4 | -0.5 | -7.9 | -1.9 | -12.6 | -6.7 |

[11] CC(=O)Nc1ccccc1S(=O)(=O)CC1CC1(Cl)Cl (stereo not given)
[12] C[C@H](CO)N1C[C@H](C)[C@@H](CN(C)Cc2ccncc2)Oc2c(NC(=O)CCCCCC(=O)Nc3ccccc3N)cccc2C1=O
[13] O=C(CN1CCN(S(=O)(=O)c2cccs2)CC1)NCC1CCCCC1
[14] COc1ccc(-c2ocnc2C(=O)N2CCN(Cc3cccnc3)CC2)cc1
[15] COc1ccc(-n2c(SC(C)C(=O)Nc3ncc(Cl)cc3Cl)nc3ccccc32)cc1 (stereo not given)
[16] Cc1ccc(/C=N/Nc2ccc(Cl)c(C(=O)O)c2)s1
[17] Cc1csc(-c2cnn(-c3ccccc3)c2NC(=O)c2cccc(C(F)(F)F)c2)n1
[18] COc1ccc(NC(=S)N2CCN(S(=O)(=O)c3ccccc3)CC2)cc1OC
[19] Cc1cc(C)c(S(=O)(=O)c2ccc(F)cc2C)c(=O)[nH]1
[20] CCC(C(=O)NCc1ccco1)N(C(=O)CNS(=O)(=O)c1ccc(C)cc1)c1ccccc1F (stereo not given)

| Compound | 11 | 12 | 13 | 14 | 15 | 16 | 17 | 18 | 19 | 20 |
| --- | --- | --- | --- | --- | --- | --- | --- | --- | --- | --- |
| NOD2 RIPK2 PPI | 2.5 | -0.9 | 4.5 | -4.9 | -11.1 | 5.4 | 5.1 | -8.2 | -0.3 | -2.1 |
| MC4R barr agon | -0.2 | -1.6 | -0.9 | 0.9 | 0.8 | -0.8 | 0.0 | 1.2 | -1.1 | -0.5 |
| ABCB6 inh 2 | 93.0 | 103.0 | 88.0 | 97.0 | 83.0 | 100.0 | 94.0 | 107.0 | 78.0 | 101.0 |
| Granule exo inh | 2.9 | 52.7 | -1.8 | 3.8 | -4.2 | 1.5 | 5.3 | 6.9 | -1.1 | 2.7 |
| MC4R antag cAMP | 0.9 | 5.4 | 3.5 | 0.9 | -1.5 | -7.6 | 0.4 | 11.3 | -2.7 | 6.2 |
| Vif imaging | 10.4 | 2.5 | -6.4 | -2.4 | -11.2 | -2.7 | . | -1.6 | -5.4 | -6.2 |
| ABHD5 PLIN5 PPI | 4.1 | -7.4 | 1.2 | -0.1 | -12.1 | -3.6 | -6.0 | -10.3 | 0.6 | -8.1 |
| aDG glyco act | 0.3 | -0.3 | 0.1 | 0.0 | -0.3 | -0.3 | 0.1 | 0.2 | -0.1 | 0.0 |
| N-glyco inh | -1.8 | -1.1 | -2.2 | 1.1 | -10.4 | -4.2 | . | 2.4 | 3.6 | -0.1 |
| TLR9-MyD88 inh | -2.4 | -0.2 | 1.6 | -7.2 | -6.5 | 0.3 | -7.3 | -3.6 | 4.0 | -12.3 |

[21] CCc1nnc(NC(=O)c2cccc(C(=O)Nc3nnc(CC)s3)n2)s1
[22] CCOC(=O)c1c(-c2cccs2)csc1NC(=O)c1ccco1
[23] COc1ccc(OC)c(CN2C(=O)CCC2(C)c2nnnn2-c2c(C)cccc2C)c1 (stereo not given)
[24] Cc1ccc2cc(CN(Cc3nnnn3Cc3ccco3)CC3CCCO3)c(=O)[nH]c2c1C (stereo not given)
[25] CCN(C1CCS(=O)(=O)C1)S(=O)(=O)c1cc(C)ccc1C (stereo not given)
[26] COc1ccc2[nH]c(=O)c(C3c4cc(OC)c(OC)cc4CCN3C(=O)c3ccco3)cc2c1 (stereo not given)

| Compound | 21 | 22 | 23 | 24 | 25 | 26 |
| --- | --- | --- | --- | --- | --- | --- |
| NOD2 RIPK2 PPI | -6.9 | -12.5 | -11.1 | -7.6 | -0.1 | 2.2 |
| MC4R barr agon | -3.5 | 1.1 | . | -1.1 | 4.1 | -0.6 |
| ABCB6 inh 2 | 108.0 | 96.0 | 98.0 | 102.0 | 100.0 | 101.0 |
| Granule exo inh | -4.7 | -1.2 | -0.4 | 0.7 | 5.6 | -2.2 |
| MC4R antag cAMP | 12.3 | 1.9 | . | 11.0 | 10.3 | 0.1 |
| Vif imaging | 1.5 | . | . | 2.1 | 3.3 | 7.2 |
| ABHD5 PLIN5 PPI | -7.5 | -2.0 | -2.1 | 19.5 | 15.4 | -3.7 |
| aDG glyco act | -0.4 | 0.0 | 0.1 | -0.1 | -0.2 | -0.2 |
| N-glyco inh | 2.5 | 1.8 | . | -1.0 | 4.0 | -1.5 |
| TLR9-MyD88 inh | -2.9 | 0.2 | . | 1.6 | -3.3 | 3.0 |

A portion of the library, so the mix of outcomes need not match the whole.
